hiPSC survival: enhancers of single-cell hiPSC survival, primary screen, ATPlite luminescence; 0.044% of 360,000 active; 100% = ROCK inhibitor wells, 0% = DMSO; survival enhancement, % at 20 µM; in the data active means survival enhancement above about 18%;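 further: cells exposed to compounds for 16 hours before the ATP read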
HIF-2a inh: HIF-2a reporter inhibitors, primary screen, luminescence, 786-0 RCC cells; 786-0 RCC cells HIF-2a reporter, luciferase luminescence, overnight; inhibition, % at 18.8 µM; 0.72% of 360,000 active; AID 624352, 2012;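 active means inhibition of the luminescence signal of 40% or more relative to plate controls, in a single-dose primary screen at 18.75 µM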
NR2E3 ag-1: NR2E3 agonists in two-hybrid cells, primary screen, cell-based, luminescence, CHO-S, Gal4-NCOR/VP16-NR2E3; Photoreceptor-specific nuclear receptor (Homo sapiens), Q9Y5X4; luciferase; inhibition of corepressor binding, % at 3.98 µM; 0.35% of 360,000 active; AID 602229, 2012;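 active means inhibition above the mean of all tested compounds plus 3 SD, cut at about 70% in these data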;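 further: 0% = DMSO with NR2E3 transfected cells and 100% = cells lacking NR2E3 construct; higher means lower luciferase signal from less NR2E3 corepressor binding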
Target sequence (Q9Y5X4 whole entry, looked up, the tested form may be a part): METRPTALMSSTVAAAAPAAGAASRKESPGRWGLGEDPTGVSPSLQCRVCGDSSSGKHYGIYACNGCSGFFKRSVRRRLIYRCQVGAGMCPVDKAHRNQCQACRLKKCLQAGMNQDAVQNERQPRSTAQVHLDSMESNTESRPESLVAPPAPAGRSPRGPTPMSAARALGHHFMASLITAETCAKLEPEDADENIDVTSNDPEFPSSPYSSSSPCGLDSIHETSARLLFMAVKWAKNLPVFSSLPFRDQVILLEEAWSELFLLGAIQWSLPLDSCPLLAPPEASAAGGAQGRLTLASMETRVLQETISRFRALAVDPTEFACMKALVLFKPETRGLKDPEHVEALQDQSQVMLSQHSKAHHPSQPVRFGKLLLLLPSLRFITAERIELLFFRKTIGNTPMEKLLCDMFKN
aDG glyco up: activators of alpha-DG glycosylation, primary screen, uHTS, Pro5-aDG cells, AlphaScreen | 0.22% of 360,000 active | alpha-DG glycosylation AlphaScreen (IIH6); 0% Pro5, 100% B10-LARGE cell signal | activation, % at 10 µM | AID 624168, 2012;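 active means activation of at least 8% versus controls, or a plate z-score of at least 8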;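 further: Pro5 are CHO cells carrying HIG-tagged alpha-DG that lacks glycosylation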
NR2E3 ag-2: inhibitors of NR2E3-RetCOR corepressor binding, primary screen, NR2E3 agonist project, biochemical, TR-FRET, GST-NR2E3, biotin-RetCOR; AID 2300, 2010; 1536-well; Photoreceptor-specific nuclear receptor (Homo sapiens), Q9Y5X4; inhibition of corepressor binding, % at 4.78 µM; 0.12% of 320,000 active;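 active means percent inhibition above the cutoff of mean plus 3 SD of all tested compounds, set per screening campaign, cut at about 20% in these data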;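 further: 0% = DMSO wells and 100% = biotin wells as full block of FRET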
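Test system – NR2E3–RetCOR corepressor complex · Quantity – NR2E3 fusion 1.35 nM · Buffer or medium – Tris pH 7.5 · Incubation – Compound–protein incubation for 5 h at 4 °C · Technique – TR-FRET, Eu(K)-anti-GST donor, streptavidin-D2 acceptor, ex 340, em 617/671 nm · Evaluation – percent inhibition of 671/617 nm emission ratio versus biotin and DMSO controls · Plate – 1536-well format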
Peg3 prom inh: Peg3 promoter-driven luciferase inhibitors, primary screen, cell-based, HeLa, luciferase luminescence | 1.7% of 360,000 active | AID 588405, 2011 | HeLa PEG-Prom luciferase reporter, overnight | inhibition, % at 20 µM;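 active means inhibition of at least 50% at 20 µM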
PDI inh: inhibitors of human PDI, primary screen, biochemical, turbidity, single point, plate reader; Protein disulfide-isomerase (Homo sapiens), P07237; PDI insulin aggregation turbidity, A650, 90 min; inhibition, % at 10 µM; 0.052% of 350,000 active; AID 588391, 2011;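 active means mean inhibition across replicates of 30% or more, whatever share of single replicates reach that level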;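 further: absorbance from insulin aggregation driven by PDI reduction with DTT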
Target sequence (P07237 whole entry, looked up): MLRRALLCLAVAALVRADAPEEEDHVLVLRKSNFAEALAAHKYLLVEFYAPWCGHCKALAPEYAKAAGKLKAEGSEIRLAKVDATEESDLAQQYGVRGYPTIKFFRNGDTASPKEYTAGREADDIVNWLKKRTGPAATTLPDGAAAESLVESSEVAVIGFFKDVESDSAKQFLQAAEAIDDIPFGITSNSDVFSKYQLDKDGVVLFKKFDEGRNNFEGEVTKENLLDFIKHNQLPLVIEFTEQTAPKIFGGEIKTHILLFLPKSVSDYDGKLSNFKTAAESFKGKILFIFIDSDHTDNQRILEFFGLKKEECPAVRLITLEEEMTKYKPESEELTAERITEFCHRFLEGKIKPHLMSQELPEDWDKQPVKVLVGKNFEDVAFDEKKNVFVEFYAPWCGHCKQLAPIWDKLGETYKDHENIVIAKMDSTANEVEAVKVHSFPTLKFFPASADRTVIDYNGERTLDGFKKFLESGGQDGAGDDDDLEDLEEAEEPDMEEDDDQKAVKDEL
CaV13 ICDI inh: Primary screen for inhibitors of IQ motif and Ca2+-dependent inactivation inhibitor domain binding in CACNA1D, Förster resonance energy transfer in living cells, … | HEK cells, CFP/YFP FRET ICDI-IQ, plate reader, 10 min; percent FRET-ratio fall versus neutral wells | 0.098% of 340,000 active | inhibition, % at 12.3 µM;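 active means mean replicate inhibition of at least 30% and at least 1% of replicates passing that level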;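 further: 0% = median of the neutral control wells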
Granule exo inh: LAMP-1 surface exposure blockers, TALL-104 cells – cell-based, flow cytometry, MLPCN library, primary screen | TALL-104 LAMP-1 surface exposure; cells stimulated with thapsigargin and PMA | 0.66% of 360,000 active | AID 651702, 2012 | inhibition, % at 10 µM;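 active means inhibition above about 55%, limit read from the data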
Vif imaging: HIV Vif self-association inhibitors, primary screen, imaging, HEK293T, single point; HEK293T cells, Vif self-association by quenched fluorescence, 24 h; inhibition, % at 7.49 µM; 0.35% of 340,000 active; AID 602346, 2012; in the data active means inhibition above about 50%, passing the limit was not always enough; further: some results filed as inactive read as strong as hits
MITF TRPM1 inh: inhibitors of MITF-dependent TRPM1 promoter reporter, primary screen, cell-based, SK-MEL-5, single point, luciferase; SK-MEL-5 TRPM1 promoter luciferase, 24 h; inhibition, % at 12.5 µM; 0.83% of 330,000 active;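 active means mean inhibition across replicates of 60% or more, whatever share of single replicates reaches that level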; further: values of inactives mirror those of a sister screen read the other way
The depositor's hits bear a star; / = no result given. An unsorted share of the library (roughly 3.5% active in at least one column).

smiles	Vif imaging	NR2E3 ag-2	PDI inh	HIF-2a inh	Granule exo inh	aDG glyco up	hiPSC survival	NR2E3 ag-1	CaV13 ICDI inh	Peg3 prom inh	MITF TRPM1 inh
Cc1[nH][nH]c(=O)c1C(c1ccc(-c2ccc(Cl)c(C(=O)O)c2)o1)c1c(C)[nH][nH]c1=O	1	/	-5	8	0	-0.3	0.6	-27	-5	-14	6
CC[C@H](C)[C@@H](CO)NC(=O)[C@H]1O[C@@H](n2ccc(N)nc2=O)[C@H](O)[C@@H]1O	-3	/	/	8	0	-0.3	-1.0	10	-5	-2	/
COCCCN1C(=O)C(=O)/C(=C(/O)c2ccc(S(=O)(=O)N3CCOCC3)cc2)C1c1ccc(OC)cc1 (configuration not stated)	-2	-1	-4	-3	-2	0.1	1.0	7	-3	-13	-1
COCC(C)n1c(SCC(=O)Nc2cccnc2Cl)nc2ccccc2c1=O (configuration not stated)	-5	/	-11	7	9	-0.1	-0.4	-17	-6	5	/
CCn1c(C)nc2cc(C(=O)NNS(=O)(=O)c3c(C)c(C)cc(C)c3C)ccc21	-6	-2	-5	18	3	4.8	-0.1	5	/	15	16
CCc1nc(N)nc2c1C(=O)CC(C)(C)C2	0	-3	-8	4	2	0.4	-0.3	9	-10	-88	0
O=C(c1cc2ccccc2oc1=O)N(Cc1ccc2c(c1)OCO2)Cc1ccco1	10	-1	8	-17	-2	0.4	-0.3	-14	-6	-42	-8
COc1ccc(N(CC(=O)NC2CCCCC2)C(=O)c2ccc(C)s2)c(OC)c1	5	2	-8	15	20	0.1	-0.5	-4	-7	9	22
CS(=O)(=O)N1CCC(C(=O)NCc2ccco2)CC1	3	-1	1	-3	-1	0.3	2.0	-21	-6	-4	9
CC[C@H](C)[C@@H](C(=O)NCCCCCCCCCCC(=O)N1CCNCC1)n1cc(CCCCCN)nn1	/	4	-2	5	0	-0.3	2.6	2	-12	3	-3
Cc1cc(=O)oc2cc(OCC(=O)OC(C)C(=O)NC3CCCC3)ccc12 (configuration not stated)	-8	3	-1	10	-2	-0.2	0.5	-14	-8	10	0
N#Cc1ccc(Oc2ccc(C(N)=O)cc2)cc1C#N	-6	0	14	7	-2	-0.1	-1.0	8	-5	2	0

Part of the list above with just HIF-2a inh.
| SMILES | HIF-2a inh |
| --- | --- |
| CCc1nc(N)nc2c1C(=O)CC(C)(C)C2 | 4 |
| N#Cc1ccc(Oc2ccc(C(N)=O)cc2)cc1C#N | 7 |
| CS(=O)(=O)N1CCC(C(=O)NCc2ccco2)CC1 | -3 |
| CCn1c(C)nc2cc(C(=O)NNS(=O)(=O)c3c(C)c(C)cc(C)c3C)ccc21 | 18 |
| COCCCN1C(=O)C(=O)/C(=C(/O)c2ccc(S(=O)(=O)N3CCOCC3)cc2)C1c1ccc(OC)cc1 (configuration not stated) | -3 |
| O=C(c1cc2ccccc2oc1=O)N(Cc1ccc2c(c1)OCO2)Cc1ccco1 | -17 |
| CC[C@H](C)[C@@H](CO)NC(=O)[C@H]1O[C@@H](n2ccc(N)nc2=O)[C@H](O)[C@@H]1O | 8 |

Three of the entries above in order of the HIF-2a inh value, largest number first.
compound | Vif imaging | NR2E3 ag-2 | PDI inh | HIF-2a inh | Granule exo inh | aDG glyco up | NR2E3 ag-1 | CaV13 ICDI inh | Peg3 prom inh | MITF TRPM1 inh
CCn1c(C)nc2cc(C(=O)NNS(=O)(=O)c3c(C)c(C)cc(C)c3C)ccc21 | -6 | -2 | -5 | 18 | 3 | 4.8 | 5 | / | 15 | 16
CCc1nc(N)nc2c1C(=O)CC(C)(C)C2 | 0 | -3 | -8 | 4 | 2 | 0.4 | 9 | -10 | -88 | 0
COCCCN1C(=O)C(=O)/C(=C(/O)c2ccc(S(=O)(=O)N3CCOCC3)cc2)C1c1ccc(OC)cc1 (configuration not stated) | -2 | -1 | -4 | -3 | -2 | 0.1 | 7 | -3 | -13 | -1

Following part.
smiles	Vif imaging	NR2E3 ag-2	PDI inh	HIF-2a inh	Granule exo inh	aDG glyco up	hiPSC survival	NR2E3 ag-1	CaV13 ICDI inh	Peg3 prom inh	MITF TRPM1 inh
C/C=C(/C)C(=O)Nc1cccc(C2=NOC3(C2)C[C@@H](C(N)=O)N(C(=O)[C@H]2CCC(=O)N2)C3)c1 (some centres not stated)	-4	-2	-7	12	7	-0.1	0.8	5	-11	-5	/
O=C(Nc1ccccc1Br)C1CCCN1S(=O)(=O)c1cccc2nsnc12 (configuration not stated)	0	-1	-6	11	2	0.0	-0.1	3	-3	13	-5
Cc1ccccc1OCC(=O)OCC(=O)c1ccc(OCc2ccccc2)cc1	-12	1	0	-134	-3	0.1	1.2	-6	-6	-69	-34
NC(=O)C1CCN(C(=O)CSc2nc(O)cc(=O)[nH]2)CC1	-8	3	-3	9	2	0.1	-0.4	-5	-3	5	4
COc1ccc(C(=O)N[C@H](C(=O)Nc2nc3c(s2)CCCC3)C(C)C)cc1	-1	-1	-1	-183	1	-0.1	-1.3	-70	-4	-174	-52
CCOC(=O)/C=C/C(=O)OCC(=O)Nc1ccc(OC)c(Cl)c1	2	1	9	3	-2	0.1	3.7	-35	-2	13	-3
O=C(Nc1nc2ccccc2[nH]1)C1CC1	-11	1	6	-86	0	-0.2	-0.2	-44	-4	-68	-10
Cc1ccc(OCC(=O)Nc2cccc(S(=O)(=O)N3CCCC3)c2)cc1C	-21	/	-5	-6	-2	0.3	-1.7	-11	-5	-16	/
COCCCNC(=O)C1=CCN(S(=O)(=O)c2ccc(OC)cc2)CC1	6	-1	20	5	-4	0.0	-0.2	5	-3	4	4
Cc1ccc(S(=O)(=O)Nc2ccc3cc([N+](=O)[O-])ccc3c2[N+](=O)[O-])cc1	-23	/	-5	-26	-12	-0.1	1.1	101*	-7	48	21
CCCCNc1nnc(SCC(=O)c2c[nH]c3ccccc23)s1	3	0	-5	14	-3	0.4	3.5	5	-17	23	20
CC(C)(C)c1ccc(C(=O)N2CCC2(C)C(=O)Nc2cnc3ccccc3c2)cc1 (configuration not stated)	-6	/	-10	-10	2	0.5	-1.4	17	-6	9	/
Cc1cc(C)nc(NC(=O)c2cc(-c3ccc(C)s3)nc3ccccc23)c1	7	-1	9	-16	-1	-0.2	0.3	0	-2	-7	-6
COc1ccc(CCNC(=O)CSc2ccccc2)cc1OC	10	-1	-4	7	-2	0.0	2.5	6	-3	14	-3
CC(=O)Nc1ccc2nc(NC(=O)CN3CCOCC3)sc2c1	2	-3	-1	0	5	0.5	-0.8	20	-5	3	7
CCCCCCOC(=O)C(C#N)c1nc2ccccc2nc1N1CCCCC1 (configuration not stated)	-3	1	4	-14	9	-0.4	-0.5	-6	-7	-11	12
CCOc1ccc(C(=O)N/N=C/c2cc([N+](=O)[O-])cs2)cc1	-12	-12	-5	4	-12	-0.5	-1.3	25	8	-6	-17
Cc1ccc(S(=O)(=O)Nc2ccc3c(c2)OCCO3)c(C)c1NS(C)(=O)=O	-8	1	-4	5	3	-0.1	0.0	-15	-6	22	-5
Cc1cc(C(=O)CCC(=O)NC(C)c2ccc(S(N)(=O)=O)cc2)c(C)s1 (configuration not stated)	20	0	1	3	-3	-0.2	1.2	-2	-15	-2	2
N=c1n(Cc2ccccc2)c2ccccc2n1CC(O)c1ccco1 (configuration not stated)	-9	0	7	6	-4	0.7	-2.6	19	-5	0	18
Cc1nc(N2CCOCC2)c(C#N)c(C)c1Br	3	2	3	12	-1	0.0	-0.4	-13	-5	9	2
C/C(=N\Nc1ncc(Cl)cc1Cl)c1ccc2c(c1)OCO2	6	-3	-2	-91	3	13*	2.1	-25	-1	-208	-52
Cc1ccccc1NC1=NC(=S)N(c2ccccc2)C12CCCCC2	-2	0	5	28	4	-0.1	3.3	-23	-15	36	14
O=C(NNS(=O)(=O)c1ccc(Cl)cc1)c1cnn(-c2ccccc2)c1-n1cccc1	-8	-2	-4	8	-4	-0.1	-1.6	21	-8	-8	-2
CN(C)S(=O)(=O)c1ccc(N2CCOCC2)c(C(=O)O)c1	1	-1	0	22	1	1.9	0.1	4	-5	8	-9
Nc1cc2ccccc2oc1=O	5	0	-9	10	10	-0.2	-1.3	11	/	-35	5
NC(=O)C1CCN(CCC(=O)Nc2ccc(F)c(F)c2)CC1	-3	2	3	13	-2	-0.1	0.5	-11	-1	22	4
CCn1c(-c2cccnc2Cl)nc2ccccc21	1	2	-4	11	-2	-0.2	-2.5	-1	/	14	16
COc1ccc(CNC2CCCCC2)cc1	6	2	5	10	1	0.1	-1.3	-2	-7	8	8
CSc1ccc(S(=O)(=O)N2CCC(C(=O)Nc3ccc(NC(C)=O)cc3)CC2)cc1	18	-4	10	14	-2	0.0	0.4	-1	-7	15	-1
COC(=O)C1CCN(C(=O)CCC2CCCCC2)CC1	8	-1	-3	-11	-1	0.0	-1.0	-5	1	-24	-14
NC(=O)c1ccc(-c2ccc(N3C(c4ccsc4)=Cc4ccc(F)cc4C3CC(=O)c3ccco3)cc2)cc1 (configuration not stated)	/	/	/	9	12	-0.2	0.2	-6	-10	/	/
O=C(OCC(=O)c1ccccc1Cl)c1cnccn1	-7	-1	-5	19	-3	0.0	-1.5	-18	-6	18	7
CCOc1ccc(OCC(=O)OC(C)C(=O)NC2CCCCC2C)cc1 (configuration not stated)	2	2	8	4	-2	-0.1	1.9	-31	-17	3	-3
COCCOC(=O)c1c(C)oc2ccc(OC(=O)COc3c(F)c(F)c(F)c(F)c3F)cc12	2	-1	-2	14	-2	0.2	-0.8	-14	-5	-83	3
O=C(CSCc1nc2ccccc2[nH]1)Nc1ccc(Oc2ccccc2)cc1	6	-2	-4	17	13	0.0	-0.9	9	-3	26	0
Cc1ccc2cc(CN(Cc3ccco3)C(=O)c3cccs3)c(=O)[nH]c2c1	23	5	8	-79	-4	0.0	5.2	-116	-6	-37	27
Cc1cc(CNC(=O)CC2C(=O)NCCN2Cc2ccccc2)nn1C (configuration not stated)	-2	0	3	-3	-2	-0.2	0.6	-10	-9	-8	7

Source: PubChem BioAssay (several laboratories)
